Assay outcomes as filed in PubChem.
RmlCD inh mix: mixture blocks RmlC and RmlD coupled enzyme activity | RmlC/RmlD coupled enzyme inhibition, 384-well mixture HTS | 0.39% of 110,000 active | inhibition, % at 5.5 µM | AID 1532; in the data active = inhibition above about 30%, passing the limit was not always enough; note: strong numbers were not always called active
HIV RNase H inh: blocks HIV-1 RNase H cleavage of RNA/DNA duplex. P04585. RT-RNase H RNA/DNA duplex cleavage, fluorescence. 1.9% of 65,000 active. inhibition, % at 10 µM; in the data active = inhibition above about 50%
* = called active by the depositor; nt = no result given. A portion of the library. The share of hits here may be higher or lower than overall.

SMILES	RmlCD inh mix	HIV RNase H inh
CC(C)(C)C1(C)OC(C(=O)NC2CCCCC2)C(C(=O)NC2CCCCC2)O1 (centres undefined)	-10.6	nt
CC(C)c1ccc(NC(=O)C2CCCN(S(=O)(=O)c3cnc[nH]3)C2)cc1 (centres undefined)	-15.6	-1.5
O=C(Nc1ccccc1)c1ccccc1O	-5.7	0.7
C=CCOC(=O)CSCC(NC(=O)OC(C)(C)C)C(=O)OCC (centres undefined)	-36.1	nt
Cc1cc(=O)n2ccccc2c1C#N	104.1*	nt
CCN1CCN(c2cc(C)c3cc(NC(=O)c4ccc(OC)c(OC)c4)ccc3n2)CC1	-7.6	nt
CCOc1ccc(N2C(=O)CC(Sc3nc(-c4cccs4)cc(C(F)(F)F)c3C#N)C2=O)cc1 (centres undefined)	-13.4	nt
COC(=O)C1=C(c2ccccc2)C[C@@H]2CC[C@H]1N2C(=O)NCCS(C)=O (some centres undefined)	11.7	nt
O=C(O)Cn1c(C(F)(F)F)nc2ccccc21	5.8	-7.5
CCOc1ccc2ccccc2c1C(=O)Nc1cc(=O)n(C)c(=O)n1C	14.9	1.1
COCCCNC(=O)CSc1nc2ccc(N3CCOCC3)cc2c(=O)n1CCc1ccccc1	33.4	20.3
CC(O)C1C(=O)OC2(C)CC(C)(C)NC(=S)N12 (centres undefined)	-11.5	nt
CC(C)c1ccc(NC(=O)CCNS(=O)(=O)c2cccc3nsnc23)cc1	7.9	nt
CCC(COC(=O)Nc1cccc(C)c1C)NC(=O)OCC(C)C (centres undefined)	-31.3	-12.1
O=C1CCCCCN1Cc1nnc(SCc2nc3ccccc3s2)n1-c1ccccn1	-5.2	-16.6
O=C(NCc1ccc(F)cc1)C(c1ccccc1)N(CC1CCCO1)C(=O)Cn1nnc2ccccc21 (centres undefined)	-17.7	nt
O=C(Nc1nccs1)NC1CCCCC1	11.2	-8.5
CCN(Cc1ccccc1)Cc1cccc([N+](=O)[O-])c1	5.2	nt
COc1ccc2c(c1)c(CC(=O)Nc1ccc(C)cc1)c(C)n2C(=O)c1ccc(Cl)cc1	30.0	nt
CCOc1ccc(NC(=O)CSc2nnc(Cn3c(=O)sc4ccccc43)n2C)cc1	8.1	-18.1
C[C@@H](Oc1ccccc1)c1nnn(Cc2ccccc2)c1-c1c([C@@H](C)Oc2ccccc2)nnn1Cc1ccccc1	7.8	nt
CCN(CC)CCOc1ncnc2c1oc1ccccc12	-13.1	-6.8
Cc1nc(C)c(C(=O)Nc2cccc(C)c2C)o1	-3.2	52.9*
Clc1ccc(OCc2nc(-c3ccccn3)no2)c(Br)c1	-5.2	-28.5
Cc1c(NC(=O)c2ccco2)cccc1-c1nc2cccnc2s1	-6.5	5.3
O=C(CSc1nnc(Cc2ccccc2)o1)Nc1ccc2c(c1)OCO2	-11.0	nt
OC(CN1CCOCC1)C12CC3CC(CC(C3)C1)C2 (centres undefined)	-0.7	-3.6
O=C(c1ccc2c3n(nc2c1)-c1ccccc1CO3)N1CCOCC1	-13.1	nt
CCO[C@@H]1OC(C(=O)N2CCN(Cc3ccccc3)CC2)=C[C@H](c2csc3ccccc23)[C@H]1CCCO	2.7	nt
O=C(c1ccc(Cn2c(=O)[nH]c3ccccc3c2=O)cc1)N1CCN(c2ccc(F)cc2)CC1	-11.4	-20.5
O=C(O)C(CC(=O)N1CCOCC1)NCc1ccccc1 (centres undefined)	nt	-4.7
Cc1ccc(C(=O)C2=C(O)C(=O)N(CCN(C)C)C2c2ccccn2)o1 (centres undefined)	nt	-4.3
Cc1ccc(-c2n[nH]c(=S)n2-c2ccccc2)cc1	6.1	nt
COc1ccc(OC)c(NC(=O)CSc2nc3c(c(=O)n(C)c(=O)n3C)n2C)c1	-11.2	-4.9
COCCn1nnnc1C(C(C)C)N(Cc1ccccc1)Cc1cc2cc(OC)ccc2[nH]c1=O (centres undefined)	-1.6	-1.4
N#CCCN(C(=O)CSc1nc(-c2ccccc2)cn1N)c1ccc(F)cc1	-1.8	nt

Compounds above containing a thiophene ring, fused or not:
SMILES	RmlCD inh mix	HIV RNase H inh
CCOc1ccc(N2C(=O)CC(Sc3nc(-c4cccs4)cc(C(F)(F)F)c3C#N)C2=O)cc1 (centres undefined)	-13.4	nt
CCO[C@@H]1OC(C(=O)N2CCN(Cc3ccccc3)CC2)=C[C@H](c2csc3ccccc23)[C@H]1CCCO	2.7	nt

Laid out differently: two of the compounds above
smiles,RmlCD inh mix,HIV RNase H inh
O=C(CSc1nnc(Cc2ccccc2)o1)Nc1ccc2c(c1)OCO2,-11.0,nt
OC(CN1CCOCC1)C12CC3CC(CC(C3)C1)C2 (centres undefined),-0.7,-3.6

(continued)
SMILES	RmlCD inh mix	HIV RNase H inh
COC(=O)Nc1nc2c(C)cccc2s1	-10.1	-17.4
Cn1c(-c2ccc(F)cc2)cnc1SCC(=O)Nc1ccccc1N1CCOCC1	-17.6	-0.3
Cc1ccc(C)c(OCC(=O)Nc2ccc3c(c2)OCO3)c1C	-12.5	-15.5
CC[C@@H](C)[C@@H](C(=O)N1CCN(C(=O)OC(C)(C)C)CC1)n1cc(CCC(=O)O)nn1	1.9	nt
Cc1nn(-c2ccccc2)c2sc(C(=O)N3CCOCC3)cc12	-12.3	-19.3
CC1CCCCC1NC(=O)Cn1c(CN2CCCCC2)nc2ccccc2c1=O (centres undefined)	-12.0	0.8
O=C(NCC1CCCO1)c1ccc(CS(=O)(=O)Cc2ccc(F)cc2)o1 (centres undefined)	2.5	-11.6
CCN1CCN(C(c2ccc(OC)c(OC)c2)c2nnnn2C(C)(C)C)CC1 (centres undefined)	-2.7	-17.0
CCCCSc1nc(N)c(NC(=O)c2ccco2)c(=O)[nH]1	-2.4	-16.2
CC(C)(C)S(=O)(=O)c1cnc2c(-c3ccc(Cl)cc3)cnn2c1N	-6.1	nt
CCn1nnnc1NCc1cccn1C	7.1	2.0
Cc1ccc(SCc2nnc(N)s2)cc1	-9.8	-12.5
CC(O)CN(Cc1cccc(Cl)c1)CC(C)O (centres undefined)	-4.4	2.9
COc1ccc(C2C(C(=O)N3CCCC3)c3cc(OC)c(OC)cc3C(=O)N2C)cc1OC (centres undefined)	-8.9	1.6
COC(=O)c1ccccc1NC(=O)CN(c1ccccc1)S(=O)(=O)N(C)C	6.9	-6.2
COc1ccccc1NC(=O)c1nn(-c2cccc(C(F)(F)F)c2)ccc1=O	10.6	nt
N#CC1=C(N)Oc2ccccc2C12C(=O)Nc1n[nH]c(-c3ccccc3)c12 (centres undefined)	-8.5	-1.1
O=C(CCn1c(=O)c2ccccc2n(Cc2cccnc2)c1=O)NCc1ccc2c(c1)OCO2	-12.0	-8.6
CNC(=S)N1CCN(c2ccc(OC)cc2)CC1	-7.2	nt
Cc1noc(C)c1COC(=O)C1(c2cccc(F)c2)CCCC1	10.1	-34.8
CCOC(=O)c1sc2nc(C)n(CC(=O)NCC3CCCO3)c(=O)c2c1C (centres undefined)	-9.7	7.1
O=C1CCCC2=C1C(c1ccncc1)c1c(nc(SCc3ccccc3Cl)[nH]c1=O)N2 (centres undefined)	32.1	11.8
Cc1cc(N2CCOCC2)c2c(N)cc(C)c(C)c2n1	6.2	nt
COc1ccc(C(=O)Nc2oc(-c3ccccc3)c(-c3ccccc3)c2C#N)cc1OC	2.6	62.3*
CCCCN1C(=S)NC[C@@H]1C(C)CC (some centres undefined)	-13.6	nt
CC(C)(C)NC(=O)c1cccc(NC(=O)CSc2ccccc2)c1	7.3	nt
CN(C)c1ccc(S(=O)(=O)c2ccc(Cl)cc2)cc1	nt	-10.4
O=c1[nH]n(-c2cccc(Cl)c2)c2ncccc12	10.2	nt
CCn1c(=O)[nH]c2cc(C(=O)N3CCN(c4ccccc4)CC3)ccc2c1=O	-8.3	-0.8
Cc1c(CNC(=O)c2cnn3c2NC(c2ccc(Br)cc2)CC3C(F)(F)F)cnn1C (centres undefined)	8.5	-57.8
CC(C)Oc1ccc(/C(O)=C2/C(=O)C(=O)N(Cc3cccnc3)C2c2ccco2)cc1 (centres undefined)	9.3	nt
CCCCN1CCC(C#N)(Nc2ccccc2)CC1	45.8	0.5
CC(=N)C1=C(O)CC(C)(C)CC1=O	1.5	-6.7
C/C=C/Cn1c(N2CCCCCC2)nc2c1c(=O)[nH]c(=O)n2C	nt	87.2*
Cc1cccc(COCC(Cc2ccccc2)N2CCN(C(=O)c3ccc(Cl)c(Cl)c3)CCC2=O)c1 (centres undefined)	5.6	nt
O=C(OCC(=O)c1ccc(Cl)cc1Cl)c1ccc2c(c1)C(=O)N(c1cccc3ncccc13)C2=O	6.8	nt
O=C1CC(N2CCN(S(=O)(=O)c3ccc(Cl)cc3)CC2)C(=O)N1CCc1ccccc1 (centres undefined)	22.4	3.7
CCN=C1Cn2c(nc3scc(-c4ccccc4)c3c2=O)CN1CC	0.1	4.9
Cc1ccc(S(=O)(=O)N2CC3(C)CN(S(=O)(=O)c4ccc(C)cc4)CC(C)(C2)C3)cc1	0.9	nt
O=C(N/N=C/C(Cl)=C\c1ccccc1)c1cnccn1	-0.2	nt
CC(=O)Nc1ccccc1C(=O)N1CC(C)OC(C)C1 (centres undefined)	6.1	-9.6
Cc1cc(C)nc(N(C#N)S(=O)(=O)c2ccccc2Cl)n1	9.5	-1.3
CCC(=O)N1CCc2cc(S(=O)(=O)CCC(=O)Nc3c(C)n(C)n(-c4ccccc4)c3=O)ccc21	nt	-7.8
CCCOc1ccc(-c2nc(C#N)c(N3CCN(CC)CC3)o2)cc1	3.6	-1.8
CCCOc1cccc(C2/C(=C(/O)c3ccncc3)C(=O)C(=O)N2CCCN(C)C)c1 (centres undefined)	nt	-1.7
Cc1ccc(S(=O)(=O)N2CCOCC2)cc1C(=O)OCC(=O)N1CCc2ccccc2C1	nt	-27.4
O=S(=O)(NCc1cc(-c2ccccc2Cl)no1)c1ccccc1	-4.2	nt
COc1cc(C2C(C(=O)c3ccco3)=C(O)C(=O)N2Cc2cccnc2)cc(OC)c1OC (centres undefined)	12.9	8.9
Cc1ccc2c(c1)C(c1ccc(F)cc1)N(C(=O)C1CC1)CC(=O)N2 (centres undefined)	-8.0	-4.8
COc1ccc(NC(=O)Nc2nccs2)cc1	2.7	-3.4
CC(=O)NC(Cc1c[nH]c2ccccc12)C(=O)Nc1ccc2c(c1)OCO2 (centres undefined)	-14.5	4.7
CC(=O)NC1(C2CCCCC2=O)CCCCC1 (centres undefined)	22.1	-1.9
CCCn1c(=N)n(CC(=O)C(C)(C)C)c2ccccc21	-10.1	0.5
Cc1cc(S(=O)(=O)Nc2ccc(C(=O)N3CCN(C(=O)c4ccco4)CC3)cc2)ccc1F	3.9	nt
COc1ccccc1Oc1nc(-c2ccccc2)cc(C)c1S(C)(=O)=O	2.3	nt
O=[N+]([O-])c1cc(-c2csc(NCCc3nc4cc(Cl)c(N5CCCCC5)cc4n3CCCO)n2)ccc1Cl	2.6	nt
Cc1cc2cc(CN(Cc3cccs3)C(c3nnnn3C(C)(C)C)C(C)C)c3nnnn3c2cc1C (centres undefined)	-1.7	nt
O=S(=O)(Nc1ccc2c(c1)OCCO2)c1cccc2nsnc12	-18.7	-33.8
NC(=O)C1CCCN(C(=O)NC2CCCCC2)C1 (centres undefined)	-13.3	-4.5
C=CCn1c(P(=O)(O)c2ccccc2)nc2ccccc21	-7.2	nt

Additional structures.
SMILES	RmlCD inh mix	HIV RNase H inh
CC(=O)NC(CC(=O)Nc1ccc(S(=O)(=O)N2CCCC2)cc1)c1ccccc1 (centres undefined)	-9.0	0.0
CCOC(=O)C1=C(C)OC(N)=C(C#N)C12C(=O)Nc1ccc(C)cc12 (centres undefined)	-2.0	1.4
Clc1ccc(-c2nnc(SCc3cn4ccsc4n3)n2CC2CCCO2)cc1 (centres undefined)	-5.3	-3.9
COCCNCCCCOc1c(Cl)cc(C)cc1Br	3.6	nt
C/C(Cl)=C/Cn1c(NCCN(C)C)nc2c1c(=O)n(C)c(=O)n2C	4.4	0.7
Cc1ccc(C(=O)N[C@@H](C)CN2C3=NC[C@@H](Cc4ccccc4)N3C[C@H]2Cc2ccc(O)cc2)cc1Br	4.2	nt
CC(C)CC(/C(O)=C(\C#N)c1nc2ccccc2[nH]1)N1C(=O)c2ccccc2C1=O (centres undefined)	-14.9	7.3
O=C(CSc1ncn(-c2ccccc2)n1)N1CCN(c2ccccc2)CC1	-7.8	1.2
CCN1C(=O)N[C@H](c2ccccc2)C(C(C)=O)=C1C	2.3	nt
CCCC[n+]1ccn(C2=C([O-])c3ccccc3C(=O)/C2=N\S(=O)(=O)c2ccccc2)c1	-8.4	nt
COc1ccc2c3c([nH]c2c1)C(C)=NCC3	15.2	nt
Cc1ccc(-c2cc3nc(-c4ccccc4)cc(N4CCC5(CC4)OCCO5)n3n2)cc1	-72.6	nt
COCCNC(=O)CN1CCC(NC(=O)Nc2ccccc2)CC1	9.0	2.2
CC(=O)c1ccccc1Oc1nc(CN2CCOCC2)nc2scc(-c3cccs3)c12	-12.7	-25.7
Cc1sc2nc(CN(Cc3cccs3)C(=O)NC3CCCCC3)[nH]c(=O)c2c1C	-13.0	-6.0
Fc1cccc2sc(N3CCCCC3)nc12	-0.5	-24.0
O=C(c1cc2ccccc2o1)N1CCN=C1SCc1cccc(F)c1	-7.8	-10.0
CCOC(=O)CC1C(=O)NCCN1C(=O)COc1ccc(Br)cc1C (centres undefined)	13.1	4.8
O=c1[nH]c(Cc2ccccc2)nc2scc(-c3ccccc3)c12	-7.0	nt
COC(=O)c1c(C)[nH]c(C)c1-c1ccc(C)cc1	14.2	nt
CCCCNC(=O)CC(C(=O)N1CCc2ccccc21)n1ccnc1 (centres undefined)	-7.5	nt
O=C(NC1CCCC1)c1cc(-c2cccs2)on1	nt	-7.3
CC(C)Cc1nc(N2CCOCC2)c(C#N)c2c1CCC2	-39.5	-12.4

Reprinted at random: 4 entries already listed, in no set order.
SMILES	RmlCD inh mix	HIV RNase H inh
CCN1CCN(c2cc(C)c3cc(NC(=O)c4ccc(OC)c(OC)c4)ccc3n2)CC1	-7.6	nt
Cc1cc(=O)n2ccccc2c1C#N	104.1*	nt
C=CCn1c(P(=O)(O)c2ccccc2)nc2ccccc21	-7.2	nt
CCN=C1Cn2c(nc3scc(-c4ccccc4)c3c2=O)CN1CC	0.1	4.9
